PABP1 MLLE inh = blocks PAM2 peptide binding to the PABP1 MLLE domain; inhibition, % at 20 µM; GST-MLLE / FITC-PAM2 fluorescence polarization; AID 588489; 360,000 compounds, 0.36% hits; P11940; in the data active = inhibition above about 35%, passing the limit was not always enough;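 also: plate controls were DMSO wells with GST-MLLE for no effect and wells lacking GST-MLLE protein for full effect; some results filed as inactive read as strong as hits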
FAS-TE inh = inhibitors of human fatty acid synthase thioesterase domain. recombinant FAS-TE, OMFH fluorogenic substrate, fluorescence endpoint. inhibition, % at 15 µM. 360,000 compounds, 0.67% hits. P49327;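 active = compounds whose normalised, plate-corrected inhibition of enzyme fluorescence in the single-dose primary screen is 50% or more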;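 also: 0% = DMSO with enzyme and 100% = substrate without enzyme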
Rin1 Abl inh = inhibitors of human Rin1-Abl protein interaction; P00519+Q13671; TR-FRET Rin1/Abl binding, biochemical; inhibition, % at 7.35 µM; 360,000 compounds, 0.4% hits; in the data active = inhibition above about 5%, passing the limit was not always enough
MT1-MMP act inh = blocks activation of human MT1-MMP; AID 651647; HT1080 RFP-PRO-GFP cells, GFP/RFP ratio fluorescence, overnight; percent of plate control window, DMSO zero; 360,000 compounds, 0.061% hits; GFP/RFP ratio change, % at 20 µM; P50281;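 active = GFP/RFP ratio change of at least 30% with cell ATP level not reduced by more than half and red fluorescence within 50% of control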; also: strong numbers were not always called active
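Assay system: HT1080 cells carrying an RFP-PRO-GFP reporter | Dosing: Single dose of 20 µM compound, 1% DMSO final | Incubation: Cells overnight before dosing, compound overnight, 37 °C, 5% CO2 | Evaluation: GFP/RFP fluorescence ratio | Control set: DMSO and RFP-L50D-GFP cell wells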
NadD block = blocks S. aureus nicotinate mononucleotide adenylyltransferase; purified NadD enzyme, colorimetric absorbance read-out; inhibition, % at 20 µM; 360,000 compounds, 0.78% hits; AID 602399; in the data active = inhibition above about 26%; also: some compounds past the cut are filed as inactive
SKN-1 inh = C. elegans SKN-1 inhibition. C. elegans VP596 Pgst-4::GFP/RFP ratio, acrylamide-induced, 24 h. 360,000 compounds, 0.49% hits. inhibition, % at 21.8 µM. AID 624304;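 active = interference check ratio from 0.5 to 1.5 plus GFP to RFP signal ratio inhibition reaching or exceeding a fixed threshold, cut at about 30% in these data, passing the limit was not always enough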; also: some compounds called inactive have numbers as strong as hits
CSN inh = CSN deneddylation inhibition. Purified CSN, SCF-Nedd8-OG deneddylation, fluorescence polarization. 360,000 compounds, 0.38% hits. Q92905. inhibition, % at 12.5 µM;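 active = pattern-corrected inhibition above about 35%, with an unprinted fluorescence ratio check between 0.5 and 1.5, limit read from the data, passing the limit was not always enough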;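 also: 0% = enzyme with substrate and 100% = substrate without enzyme; some results filed as inactive read as strong as hits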
Target sequence (Q92905 whole entry, looked up, one chain of several): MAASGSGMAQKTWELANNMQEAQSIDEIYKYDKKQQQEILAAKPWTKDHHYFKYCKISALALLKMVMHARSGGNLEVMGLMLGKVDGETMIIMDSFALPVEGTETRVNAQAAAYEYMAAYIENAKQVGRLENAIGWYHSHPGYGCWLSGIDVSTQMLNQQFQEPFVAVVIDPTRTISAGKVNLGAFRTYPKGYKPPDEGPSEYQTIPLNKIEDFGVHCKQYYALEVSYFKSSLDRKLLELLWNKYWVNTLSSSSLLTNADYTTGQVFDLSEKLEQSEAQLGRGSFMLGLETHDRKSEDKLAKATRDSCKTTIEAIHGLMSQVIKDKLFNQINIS
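Test system: Human Csn5 produced in HEK293T cells | Compound: 12.5 µM single point | Times: 90 min, room temperature | Signal: Fluorescence polarization readout | Read-out basis: % inhibition of substrate cleavage by Csn5 | Controls: no-enzyme wells high, enzyme-with-substrate wells low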
Neddyl block = cullin neddylation inhibition | P61081+Q13564 | TR-FRET cullin neddylation, biochemical | calls only at 25 µM | 360,000 compounds, 0.58% hits; in the data active = inhibition above about 36%
Target sequence (P61081 whole entry, looked up): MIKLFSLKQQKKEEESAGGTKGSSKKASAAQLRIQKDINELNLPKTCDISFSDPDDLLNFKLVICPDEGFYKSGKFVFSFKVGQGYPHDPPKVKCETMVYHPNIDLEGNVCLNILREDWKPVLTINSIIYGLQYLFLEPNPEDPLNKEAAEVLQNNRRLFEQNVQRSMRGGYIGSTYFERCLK
Target sequence (Q13564 whole entry, looked up): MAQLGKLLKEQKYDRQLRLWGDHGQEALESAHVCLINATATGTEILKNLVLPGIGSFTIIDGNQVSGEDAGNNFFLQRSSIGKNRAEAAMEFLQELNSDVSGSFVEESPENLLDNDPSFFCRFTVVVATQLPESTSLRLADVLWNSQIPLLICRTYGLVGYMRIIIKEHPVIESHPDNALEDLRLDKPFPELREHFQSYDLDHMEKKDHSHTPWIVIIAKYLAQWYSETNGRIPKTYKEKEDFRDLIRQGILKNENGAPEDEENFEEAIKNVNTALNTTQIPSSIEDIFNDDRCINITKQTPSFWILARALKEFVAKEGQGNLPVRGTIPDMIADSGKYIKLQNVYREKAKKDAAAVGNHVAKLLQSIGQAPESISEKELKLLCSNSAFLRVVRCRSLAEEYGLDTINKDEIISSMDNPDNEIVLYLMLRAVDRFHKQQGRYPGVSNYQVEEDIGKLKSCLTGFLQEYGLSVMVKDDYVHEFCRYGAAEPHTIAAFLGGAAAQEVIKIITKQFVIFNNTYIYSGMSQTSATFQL
Rpn11 block = Rpn11 (human) deubiquitinase inhibition | O00487 | human 26S proteasome, Ub4-pepOG fluorescence polarization; 20S core pre-blocked with epoxomicin | calls only at 20 µM | 360,000 compounds, 0.59% hits;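 active = inhibition at 20 µM, scaled to each plate's controls, above about 33%, limit read from the data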
* = called active by the depositor; i = inactive; . = not tested or not shown; + = active, no number.

SMILES	PABP1 MLLE inh	FAS-TE inh	Rin1 Abl inh	MT1-MMP act inh	NadD block	SKN-1 inh	CSN inh	Neddyl block	Rpn11 block
COc1ccc(C(=O)NCc2nnc(SCC(=O)NCc3ccc(F)cc3)o2)cc1	5	-7	5	-1	-9	-20	0	i	i
CCc1ccc(/C=N/n2c(C3CCCCC3)n[nH]c2=S)cc1	-66	18	1	0	-2	-26	-5	i	i
Cc1ccc(C)c(S(=O)(=O)NCCCn2ccnc2)c1	-9	-8	-1	1	0	-3	-7	i	i
CC(C)c1ccc(NNC(=O)C2CCC2)cc1	6	-3	-1	1	-5	-12	-6	i	i
COc1cccc(-c2nc(CCl)cs2)c1OC	11	5	-3	3	-1	-1	-7	i	i
O=C(COC(=O)Cc1ccc(S(=O)(=O)N2CCOCC2)s1)Nc1ccc(OC(F)F)cc1	5	9	-1	-3	1	26	9	i	i
Cc1sc2ncnc(OCC(=O)NC(C)C)c2c1C	7	-7	-2	2	0	-15	-4	i	i
O=C(NN1c2ccccc2CCc2ccccc21)c1ccccc1Br	0	1	1	2	-4	5	-3	i	i
NCCCCCNC(=O)c1[nH]cnc1C(=O)N[C@@H](Cc1ccccc1)C(=O)OCc1ccccc1	21	-12	2	2	-5	8	0	i	i
Cc1[nH]c2c(C)cccc2c1CCNC(=O)c1ccc2c(c1[N+](=O)[O-])C(=O)c1ccccc1C2=O	-9	20	0	38	35*	-11	-1	i	i
Cc1ccnc2nc(C(=O)NCc3cccs3)nn12	5	-7	0	5	-6	4	-3	i	i
Cc1ccc(N(NC(=O)C(O)(c2ccccc2)c2ccccc2)C(=O)CCl)cc1	10	2	0	-22	-3	11	-4	i	i
COc1ccc(S(=O)(=O)N2CCCCCC2)cc1C(=O)N1CCN(C(C)=O)CC1	6	-4	1	0	-2	14	2	i	i
CC1CCCCc2nc3c(c(=O)n21)CCCC3 (stereo unspecified)	-1	-1	5	-1	7	0	-3	i	i
Clc1ccc(-c2n[nH]c3c2CCC3)cc1Cl	9	6	-2	-2	-5	17	2	i	i

In another format: 5 of the compounds above
Second line of a record: PABP1 MLLE inh	FAS-TE inh	Rin1 Abl inh	MT1-MMP act inh	NadD block	SKN-1 inh	CSN inh	Neddyl block	Rpn11 block
O=C(COC(=O)Cc1ccc(S(=O)(=O)N2CCOCC2)s1)Nc1ccc(OC(F)F)cc1
  5	9	-1	-3	1	26	9	i	i
Cc1sc2ncnc(OCC(=O)NC(C)C)c2c1C
  7	-7	-2	2	0	-15	-4	i	i
O=C(NN1c2ccccc2CCc2ccccc21)c1ccccc1Br
  0	1	1	2	-4	5	-3	i	i
NCCCCCNC(=O)c1[nH]cnc1C(=O)N[C@@H](Cc1ccccc1)C(=O)OCc1ccccc1
  21	-12	2	2	-5	8	0	i	i
Cc1[nH]c2c(C)cccc2c1CCNC(=O)c1ccc2c(c1[N+](=O)[O-])C(=O)c1ccccc1C2=O
  -9	20	0	38	35*	-11	-1	i	i

Following part.
SMILES	PABP1 MLLE inh	FAS-TE inh	Rin1 Abl inh	MT1-MMP act inh	NadD block	SKN-1 inh	CSN inh	Neddyl block	Rpn11 block
Cc1cccc(C)c1NC(=O)CNC(=O)CN1C(=O)NC2(CCc3ccccc32)C1=O (stereo unspecified)	-33	-2	0	-3	1	14	5	i	i
O=C(NC(=S)/C(=C1\CCCCCN1)[N+](=O)[O-])c1ccccc1	23	0	1	-2	3	22	-3	i	i
CCN(CC(=O)Nc1c(F)cccc1F)C(=O)C1CC(=O)N(CCc2ccc(OC)c(OC)c2)C1 (stereo unspecified)	2	-2	3	4	2	14	-4	i	i
Cc1cccc(Cn2nc(C)c(NC(=O)c3ccc(F)cc3)c2C)c1	16	-8	2	0	-5	3	-12	i	i
CC(C)CCC(CCNCc1ccccn1)c1ccc(Cl)cc1 (stereo unspecified)	-8	1	3	-1	-6	7	5	i	i
CCOC(=O)c1cc2c(N)c(C(=O)c3cc(C#N)c(SC)nc3C)sc2nc1C	-6	20	1	-9	-1	-1	-2	.	i
CCN(CC)C(=O)c1nn(Cc2ccccc2)c(=O)c2ccccc12	17	-4	1	-2	2	1	-1	i	i
O=C(NC1CCCN(Cc2ccc(Cl)cc2)C1)c1c(F)ccc(F)c1F (stereo unspecified)	6	3	0	.	-7	12	3	i	i
Cc1cc(-c2cc(C(=O)NC3CCCC3)on2)nc(NC2CCCC2)n1	2	1	1	1	-6	10	0	i	i
COc1cccc(NC(=O)c2cc3ccccc3oc2=O)c1	1	-2	-1	-3	-2	1	5	i	i
Cc1ccccc1-c1nnc(SC(C)C(=O)NC2CCCC2)o1 (stereo unspecified)	6	-1	-1	-1	-7	-7	-1	i	i
Cc1nn(C)cc1S(=O)(=O)Nc1ccc(C(F)(F)F)cc1	-4	-8	-1	4	2	12	1	i	i
CNC[C@H](O)c1ccc(O)c(O)c1	-6	-6	12	4	3	-7	-2	i	i
COc1ccc(SC[C@H](Cc2ccccc2)N2CCN(C)CCC2=O)cc1	5	-9	1	-2	-1	15	3	i	i
C/C(=N\NC(=O)OC(C)(C)C)c1ccc[nH]1	-1	-1	-3	0	-7	11	-8	i	i
O=C(c1ccco1)N1CCN(S(=O)(=O)c2ccc([N+](=O)[O-])cc2)CC1	13	1	-2	-1	-2	2	-1	i	i
O=C(O)c1ncn(Cc2ccccc2)c1C(=O)O	4	-8	1	1	2	6	-3	i	i
CN1CCN(C(=O)C(=O)c2cn(CC(=O)N3CCCC3)c3ccccc23)CC1	12	-6	3	-2	-2	-15	-2	i	i
O=S(=O)(c1ccc(Cl)s1)N1CCc2ccccc2C1	7	18	-1	2	-5	14	2	i	i
COc1ccccc1-n1cnc2cc(NCc3cccs3)ccc21	4	2	-4	0	1	17	-2	i	i
CCCCCn1cnc2sc(CC)cc2c1=O	-9	-10	3	2	-16	11	0	i	i
CCOC(=O)c1ccc(NC(=O)c2nc[nH]c2C(=O)N[C@@H](CC(C)C)C(=O)OCc2ccccc2)cc1	10	24	3	3	1	-17	-1	i	i
CN1CCN(C(=O)c2cccn(Cc3c(Cl)cccc3Cl)c2=O)CC1	-25	-4	1	-1	-8	-6	6	i	i
Cc1no[n+]([O-])c1COc1ccccc1/C=N/n1nnnc1N	12	0	-2	-6	-5	8	-2	i	i
CCn1c(C(=O)O)c(CC(=O)Nc2ccccc2F)c2ccccc21	-7	-7	-6	0	-7	12	0	i	i
C[C@]12C(=O)N(c3ccccc3)C(=O)N1[C@@H]1c3ccccc3OC[C@@H]1[C@H]2c1ccccc1	-4	20	4	-4	-3	7	1	i	i
OCCNc1ncnc2c1ncn2[C@H]1CN(Cc2ccco2)C[C@@H](CO)O1	21	-6	0	-4	-3	-6	-6	i	i
Cc1[nH][nH]c(=O)c1C(c1c(C)[nH][nH]c1=O)c1cn(C)c2ccccc12	8	12	-1	1	0	16	2	i	i
O/N=C1\CCCc2ccc3ccccc3c21	2	-2	0	0	-3	-9	5	i	i
Cn1c(-c2c(N)n(C3CCCC3)c3nc4ccccc4nc23)nc2ccccc21	-3	28	-3	-24	20	9	4	.	i
COc1cc(NC(=O)c2cccs2)c(C(=O)OCC(=O)NC(=O)NC(C)(C)C)cc1OC	14	22	-2	1	-9	10	0	i	i
COc1ccc(C#Cc2cnc3c(c2)C(=O)N([C@@H](C)CO)C[C@@H](C)[C@@H](CN(C)CC2CCOCC2)O3)cc1	-19	-5	-5	1	-1	4	7	i	i
CCCOC1CCCN(C(=O)CCc2nnc(Cc3cccc(C)c3)o2)C1 (stereo unspecified)	1	-4	0	1	1	0	-1	i	i
CCCCn1c(N)c(N(CCC(C)C)C(=O)c2ccc3c(c2)OCCO3)c(=O)[nH]c1=O	-4	-7	0	-1	-1	13	-8	i	i
CCNc1nc(NCC)n2c(SCC(=O)Nc3cccc(F)c3)nnc2n1	-4	-3	3	2	7	14	0	i	i
COc1ccc(C2C(C(C)=O)=C(C)Nc3ncnn32)cc1[N+](=O)[O-] (stereo unspecified)	0	-3	1	0	-1	-3	4	i	i
Cc1ccc(C(=O)CC(C(=O)O)n2cnc([N+](=O)[O-])n2)cc1 (stereo unspecified)	24	0	-2	1	0	-1	-12	i	i
O=C(CCc1ccc(S(=O)(=O)NCc2ccccc2)cc1)NCc1ccco1	-23	-9	-4	2	-7	17	-2	i	i
Fc1ccccc1-c1nc(-c2cnccc2C(F)(F)F)no1	-10	19	-2	-6	-8	17	2	i	i
O=C(NC(C(=O)c1ccccc1)c1ccccc1)c1ccccc1 (stereo unspecified)	6	4	4	1	-3	-7	3	i	i
Cc1ccc(C(C(=O)NCc2ccc(F)cc2)N(CCCO)C(=O)C2COc3ccccc3O2)o1 (stereo unspecified)	8	0	-4	0	-8	3	-1	i	i
COC(=O)c1c(NC(=O)c2ccccc2C(=O)O)sc2c1CCC2	6	-4	-2	-3	-3	-13	-2	i	i
Nc1nonc1-n1nnc(C(=O)N/N=C/c2ccncc2)c1-c1ccccc1	-1	-2	1	-3	-13	27	0	i	i
O=C(NCCN1CCN(c2ccccc2)CC1)C1CCN(S(=O)(=O)c2cccs2)CC1	-11	-7	-1	3	-1	-1	10	i	i
N#CCC(=O)NNC(=S)Nc1ccccc1C(F)(F)F	29	-7	1	7	7	1	-4	i	i
O=C(CCn1c(=O)sc2ccccc21)NC1=NCCS1	25	-10	-4	7	-6	-8	-2	i	i
COc1ccc(Cn2c(N)c(C#N)c3nc4ccccc4nc32)cc1	-10	3	1	-33	-2	11	8	.	i
Oc1ccc(-c2cn3cc(C(F)(F)F)ccc3n2)cc1	12	0	1	7	-8	16	6	.	i
CC(C)[N+]1=C2C=CC=CC=C2SC12C([N+](=O)[O-])=CC(=[N+]([O-])[O-])C=C2[N+](=O)[O-] (stereo unspecified)	9	-5	2	5	6	-1	16	+	i
CC(C)c1onc(C(=O)Nc2ccc3c(c2)OCO3)c1[N+](=O)[O-]	-18	-2	2	8	-4	14	4	i	i
COc1ccc(NC(=O)CCN2CCCCCC2)c(OC)c1	4	-6	3	1	0	12	-4	i	i
Cc1ccc(S(=O)(=O)N(CC(=O)Nc2cccc([N+](=O)[O-])c2)C2CCCCC2)cc1	9	28	0	-3	-7	5	1	i	i
CC(=O)Nc1ccc(S(=O)(=O)NCCc2ccc(F)cc2)cc1	0	-2	3	1	-4	8	0	i	i
CN(CC(=O)Nc1ccc(F)cc1)c1ccc(S(=O)(=O)N2CCCC2)cn1	7	0	-2	0	1	9	-4	i	i
CC1(C)C(=O)Nc2ccccc2N1C(=O)COC(=O)c1cc(Cl)cc(Cl)c1	-5	26	-2	-8	1	8	0	i	i
Cc1ccc(C(=O)C(OC(=O)CN2C(=O)c3ccccc3C2=O)c2ccccc2)cc1C (stereo unspecified)	8	34	0	-4	-5	4	3	i	i
O=C(c1noc2c1CCCCC2)N1CCN(C(c2ccccc2)c2ccccc2)CC1	14	34	2	-6	-5	-4	5	i	i
CCOC(=O)c1c(N)sc2c1CCSC2	-15	-150	-3	-13	14	37*	12	i	i
CC1CCC(NC(=O)CN2CCC(n3nnc4cc(F)ccc43)CC2)CC1 (stereo unspecified)	0	6	0	4	3	-25	-3	i	i
CCCCc1nc2ccccc2c(=O)n1NC(=O)c1c(O)c2c(n(CC(C)C)c1=O)CCCC2	-20	27	0	-21	33*	16	2	i	i
Cc1cccc(C)c1NC(=O)c1ccc(-n2cnnn2)cc1	-3	-4	0	-3	-2	-11	-5	i	i

Screens: PubChem BioAssay, several laboratories
